Source: PubChem
CHO-K1 Ca antag: nonselective inhibitor or artifact in parental CHO-K1 cells | inhibition, % at 3 µM | AID 602250 | ATP-induced calcium, Fluo-8 fluorescence | 0.6% of 360,000 active;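 active means inhibition above a per-plate cutoff, the plate's mean sample inhibition plus 3 SD, cut at about 24% in these data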;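 further: 0% = DMSO plus EC80 ATP and 100% = DMSO alone without ATP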
TAAR1 ag: human TAAR1 agonists, primary screen, Fluo-8 calcium fluorescence, CHO RD-HGA16 cells. Trace amine-associated receptor 1 (Homo sapiens), Q96RJ0. vehicle wells 0%, saturating PEA agonist 100%. activation, % at 3 µM. 0.99% of 360,000 active;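 active means activation above the mean activation of all test compounds in the run plus 3 SD, cut at about 38% in these data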
Target sequence (Q96RJ0 whole entry, looked up): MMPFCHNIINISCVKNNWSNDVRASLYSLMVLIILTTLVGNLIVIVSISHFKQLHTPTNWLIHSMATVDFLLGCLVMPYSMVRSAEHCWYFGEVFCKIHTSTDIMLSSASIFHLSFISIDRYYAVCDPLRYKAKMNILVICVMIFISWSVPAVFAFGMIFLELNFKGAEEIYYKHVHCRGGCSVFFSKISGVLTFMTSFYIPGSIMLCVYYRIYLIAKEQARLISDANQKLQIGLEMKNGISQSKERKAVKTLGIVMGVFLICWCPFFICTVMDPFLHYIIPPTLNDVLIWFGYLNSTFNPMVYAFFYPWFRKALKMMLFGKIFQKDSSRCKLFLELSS
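System: CHO-derived RD-HGA16 cells with stable Gα16 and human TAAR1 / Times: 17-24 h plating, Fluo-8 75 min 37 °C, 30 min RT / Technique: calcium-sensitive Fluo-8 signal, excitation 470-495, emission 515-575 nm / Measure: % activation relative to PEA EC100 response / Benchmarks: DMSO and PEA EC100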
M1 antag: human M1 muscarinic receptor antagonists, primary screen, CHO-K1 cells, Fluo-8 calcium fluorescence, 1536-well. 1.3% of 360,000 active. AID 588852, 2011. CHO-K1 hM1, ACh EC80 antagonist. inhibition, % at 3 µM;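 active means percent inhibition above its own plate's cutoff, namely the mean of that plate's compound wells plus 3 SD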;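 further: peak over basal fluorescence ratio during 140 s after agonist addition; 0% = ACh EC80 plus DMSO and 100% = DMSO alone without agonist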
Target sequence (P11229 whole entry, looked up): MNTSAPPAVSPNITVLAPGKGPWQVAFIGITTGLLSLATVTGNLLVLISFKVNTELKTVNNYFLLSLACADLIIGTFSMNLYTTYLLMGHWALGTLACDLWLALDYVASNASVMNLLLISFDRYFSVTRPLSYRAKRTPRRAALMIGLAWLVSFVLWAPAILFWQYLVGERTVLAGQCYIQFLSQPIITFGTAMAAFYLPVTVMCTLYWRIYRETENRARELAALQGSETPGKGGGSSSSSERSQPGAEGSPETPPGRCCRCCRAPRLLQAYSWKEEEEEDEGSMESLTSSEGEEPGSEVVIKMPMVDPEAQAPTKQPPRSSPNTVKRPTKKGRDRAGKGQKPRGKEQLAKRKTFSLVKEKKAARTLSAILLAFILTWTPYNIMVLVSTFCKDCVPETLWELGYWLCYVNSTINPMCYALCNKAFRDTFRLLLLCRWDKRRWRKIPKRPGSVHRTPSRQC
M1 ag: human M1 muscarinic receptor agonists, primary screen, Fluo-8 calcium fluorescence, CHO-K1 cells, HTS; CHO-K1 hM1, agonist mode; 0% DMSO, 100% acetylcholine EC100; activation, % at 3 µM; 0.33% of 360,000 active; AID 588814, 2011;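 active means activation above the run's mean compound activation plus 3 SD, cut at about 16% in these data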;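 further: peak over basal fluorescence ratio within a 140 s kinetic read after compound addition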
CHO parental Ca: ATP-evoked calcium signal inhibitors, parental CHO, primary screen, counter-screen for OX1R antagonist project, cell-based, fluorescence, Fluo-8 calcium dye; parental CHO-K1, ATP-induced calcium, Fluo-8 fluorescence; inhibition, % at 5.6 µM; 0.63% of 330,000 active; AID 463079, 2010;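 active means inhibition above that plate's mean sample inhibition plus 3 SD, cut at about 26% in these data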;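 further: 0% = ATP-challenged DMSO wells and 100% = DMSO wells without ATP; some compounds past the cut are filed as inactive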
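Material – parental CHO cells · Reagent – ATP stimulus · Compound – single nominal dose of 5.6 µM per compound · Detection – Fluo-8 fluorescence · Read-out basis – percent inhibition of calcium signal · Controls – ATP-challenged DMSO wells low, unchallenged DMSO wells high · Repeats – no replicates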
M1 PAM: human M1 muscarinic receptor positive allosteric modulators, primary screen, CHO-K1 cells, Fluo-8 calcium fluorescence, 1536-well | CHO-K1 hM1, ACh EC20; 0% = ACh EC20, 100% = maximal ACh | activation, % at 3 µM | 0.088% of 360,000 active; in the data active means activation above about 19%, passing the limit was not always enough
M1 ag parental: counter-screen for M1 agonists: effect in parental CHO-K1 cells | 0.48% of 360,000 active | activation, % at 3 µM | Fluo-8 calcium fluorescence; scaled to maximal ATP response, vehicle zero | AID 602248, 2012; in the data active means activation above about 15%;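 further: untransfected CHO-K1 host cells lacking M1 receptor as counterscreen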
TAAR1 antag: human TAAR1 antagonists, primary screen, Fluo-8 calcium fluorescence, CHO RD-HGA16 cells. 1.5% of 360,000 active. AID 624466, 2012. antagonist. inhibition, % at 3 µM. Trace amine-associated receptor 1 (Homo sapiens), Q96RJ0;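 active means inhibition above a per-plate cutoff, the mean inhibition of test compounds on that plate plus 3 SD, cut at about 49% in these data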;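 further: 0% = DMSO plus EC80 beta-PEA response and 100% = DMSO alone without agonist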
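System: CHO RD-HGA16 cells bearing hTAAR1. Reagent: EC80 β-phenethylamine stimulus. Schedule: seeding 17-24 h prior, 75-min 37 °C, 30-min RT dye loading. Signal: Fluo-8 intracellular calcium dye fluorescence, real-time kinetic reads. Read-out: % inhibition from peak post-agonist over basal fluorescence ratio. Benchmarks: vehicle wells and EC80 agonist wells. Replicates: n of 1.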
M1 PAM parental: nonselective calcium activators in parental CHO-K1 cells, primary screen, counter-screen for M1 PAM project, cell-based, Fluo-8 calcium fluorescence, full deck, 1536-well; ATP EC20; 0% at ATP EC20, 100% at ATP max; activation, % at 3 µM; 0.02% of 360,000 active;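 active means activation above the run cutoff, the mean activation of all test compounds plus 3 SD, cut at about 40% in these data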;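 further: peak over basal fluorescence ratio in a 140 s read after ATP addition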
Numbers without * were called inactive; . = no result given.

SMILES	CHO-K1 Ca antag	TAAR1 ag	M1 antag	M1 ag	CHO parental Ca	M1 PAM	M1 ag parental	TAAR1 antag	M1 PAM parental
CN(CC(=O)Nc1ccc(Cl)cc1)C(=O)c1cccc(S(=O)(=O)NCc2ccccc2)c1	2	17	2	-1	-9	6	3.3	-2	4
COc1ccc(CCNC(=O)C2CCCN(S(=O)(=O)c3cnc[nH]3)C2)cc1OC (stereo not drawn)	9	3	-7	-3	5	4	-0.3	-9	9
CC(C)CNc1ncnc2c1cnn2Cc1ccccc1Cl	-3	-1	1	-4	-17	-2	1.0	5	-6
COc1ccccc1OCC(=O)N/N=C(\C)c1ccc2ccccc2c1	6	4	-5	-1	.	4	0.2	25	-13
Cc1cc(=O)oc2cc(OCC(=O)Nc3cccc(S(=O)(=O)N(C)C)c3)ccc12	-8	1	-8	-8	-3	6	0.7	-19	23
COc1cccc(Oc2ccc(OC)cc2C(=O)O)c1	8	0	-6	-3	-3	4	0.4	-12	-13
Cc1ccc(C(=O)N(C)CCOc2ccccc2)cc1S(=O)(=O)N1CCOCC1	2	6	17	5	-9	8	1.7	-7	12
CCN(CC)S(=O)(=O)c1cc(NC(=O)C(C)N2CCN(Cc3ccc4c(c3)OCO4)CC2)ccc1C (stereo not drawn)	-17	-1	5	-10	-18	-14	0.2	-6	21
CCCC(=O)N=C1SC2CS(=O)(=O)CC2N1c1ccc(C(C)=O)cc1 (stereo not drawn)	-9	7	-13	1	-4	8	-0.1	-7	-3
Cc1cc(O)c(C=Nc2ccc(Cl)cn2)c(=O)o1	-12	17	-13	-1	-1	11	0.5	2	20
O=C(NCCNC(=O)c1ccc(Cl)cc1Cl)c1ccco1	7	5	4	3	-4	8	-0.4	-11	-15
CC(C)(C)c1cc(CCC(=O)Nc2ccncc2)cc(C(C)(C)C)c1O	-16	6	-5	-5	-22	5	0.3	-13	8
CC(=O)c1ccc(N(C(=O)Cc2c[nH]c3ccccc23)C(C(=O)NC2CCCCC2)c2cccs2)cc1 (stereo not drawn)	5	4	11	-4	-30	0	0.9	8	-5
c1ccc(COc2ncnc3c2ncn3CCCNCCN2CCOCC2)cc1	-2	3	11	-10	.	-9	0.2	-7	15
CCC1Sc2ccc(S(=O)(=O)N3CCN(c4ccccc4)CC3)cc2NC1=O (stereo not drawn)	-12	0	13	-2	1	-8	1.7	-11	9
CSc1ccccc1C(=O)C1CCCN(C(=O)CCN2CCCO2)C1 (stereo not drawn)	-8	7	0	-12	-9	-1	0.5	-4	3
CC(C)C(=O)Nc1cccc(C(=O)Nc2cc([N+](=O)[O-])ccc2F)c1	-9	9	-7	-3	-16	7	4.9	-11	0
Cc1cc(=O)oc2cc(OCC(=O)NCCCn3ccnc3)ccc12	10	7	-7	-4	-2	10	0.7	-16	-13
Cc1cc(C(=O)NCc2ccccc2Cl)n(-c2ccccc2)n1	-3	-4	-12	-4	-20	15	0.9	1	5
COc1ccc(-c2nnc(NC(=O)CS(=O)(=O)c3ccc(F)cc3)o2)cc1	-13	1	1	-2	-3	1	1.0	-14	10
CCc1nnc(NC(=O)CCc2ccc(C)o2)s1	-1	6	7	-8	2	-5	0.2	9	8
CCCCCNC(=O)Cc1cc(=O)[nH]c(=O)[nH]1	8	0	11	-3	-2	-6	-0.2	14	0
Cc1cc(C)c(C)c(S(=O)(=O)N2CCN(c3ccccn3)CC2)c1C	-16	-2	-14	-1	-26	8	0.6	-7	27
CCOc1ccc(NC(=S)Nc2ccc(F)cc2)cc1	-9	2	-10	-3	7	3	0.7	5	9
Cc1cc(-c2ccccc2)nc(SCC(=O)N2CCCC2)n1	-12	0	-8	-7	-16	13	0.9	0	18

(next part)
SMILES	CHO-K1 Ca antag	TAAR1 ag	M1 antag	M1 ag	CHO parental Ca	M1 PAM	M1 ag parental	TAAR1 antag	M1 PAM parental
Cc1ccc(NC(=O)CSCC(=O)NCc2ccco2)cc1	1	1	4	0	-4	-4	0.1	-2	-13
Cc1cccc(NC(=O)C2CC(=O)N(Cc3ccccc3)C2)n1 (stereo not drawn)	-3	1	-12	-1	-26	9	0.9	-15	13
COCc1cc(=O)[nH]c(SC)n1	3	1	2	-5	3	-2	0.2	-7	-10
Cn1ccc2c(-c3ccc(C(F)(F)F)cc3)cc3c(c21)C1CCC3C1 (stereo not drawn)	15	0	5	-3	.	-5	1.7	-13	1
Cc1cn([C@H]2C[C@H](O)[C@@H](CCC(=O)NCc3cccc4ccccc34)O2)c(=O)[nH]c1=O	-6	4	-32	7	.	6	0.2	0	-9
COC(=O)C(NS(=O)(=O)c1ccc(F)cc1)c1ccccc1 (stereo not drawn)	10	2	2	-7	-5	8	-0.2	-9	6
COc1cc(OC)cc(C(=O)NNC(=S)NC(=O)c2cccnc2)c1	-7	2	-7	-4	-9	4	-0.5	-22	-2
O=C(Nc1ccc(S(=O)(=O)N2CCCCCC2)cc1)C1CCCO1 (stereo not drawn)	-3	0	-17	-4	-5	11	0.3	4	-6
O=C(Nc1cccnc1N1CCOCC1)c1cc2ccccc2oc1=O	4	5	-13	-3	-7	4	0.2	0	5
Cc1nnc2c(N3CCN(CCO)CC3)nc3ccccc3n12	-13	-1	-12	-5	1	4	1.8	2	20
N#Cc1c(NC(=O)c2nc3ncccn3n2)sc2c1CCCCC2	-4	6	-18	-1	-4	6	0.6	-18	23
CCc1ccccc1NC(=O)CN(C)C(=O)CSc1nc2cc(Cl)ccc2s1	-3	7	-1	-6	2	-2	2.2	10	8
COCCCNC(=S)N1CCN(C(c2ccccc2)c2ccccc2)CC1	-9	1	19	-5	.	-14	-0.9	-8	-11
COCCN1C(=O)c2cc(C(=O)Nc3cccc(F)c3)ccc2C1Nc1cccc(F)c1 (stereo not drawn)	-7	13	15	-1	3	-12	1.3	46	7
C#CCOCCOCCOCCNc1nc(N2CCN(C(=O)[C@H](CCCCN)n3cc([C@@H](N)CC(C)C)nn3)CC2)nc(N2CCN(C(=O)[C@H](CCCCN)n3cc([C@@H](N)CC(C)C)nn3)CC2)n1	14	.	0	-7	-3	3	-0.5	.	-18
c1cc2c(cc1-c1cnc3n1CCC3)OCCO2	-21	-2	-14	-11	1	-4	1.4	-4	9
COC(=O)C1=C[C@@H](C(=O)OC)[C@@H]2C3=C(C(=O)[C@]2(C)NC(=O)c2ccccc2)[C@H](C)n2c(=O)n(-c4ccccc4)c(=O)n2[C@@H]3C1	-16	4	-4	-5	-25	9	0.6	-1	16
COCCn1c(C)cc(C(=O)COc2cccnc2[N+](=O)[O-])c1C	-6	7	-6	-4	-11	4	0.5	14	-13
CCc1ccc(C(=O)Nc2ccc(OC)c(S(=O)(=O)N3CCOCC3)c2)cc1	-14	5	-10	-3	-20	6	5.2	-19	6
CCOC(=O)c1cnc(SCC(=O)N2CCc3ccccc32)nc1N	0	2	-10	0	1	10	5.1	-9	13
CSc1cccc(CN2CCC(n3nccc3NC(=O)C3CC3)CC2)c1	-14	0	-1	-2	-13	3	2.3	-26	19
Cc1ccc(-n2nnnc2CNC(=O)c2ccc3c(c2)OCO3)cc1C	-6	-2	63*	-7	-11	-24	0.5	-4	-7
C#CCOCCOCCOCCNc1nc(N2CCOCC2)nc(N2CCN(C(=O)Cn3cc(CCCN=C(N)N)nn3)CC2)n1	5	3	2	-7	16	-1	-0.5	4	-17
CSCCC(NC(=O)c1ccccc1Br)C(=O)NCC1CCCCC1 (stereo not drawn)	-1	0	-5	-4	-28	2	0.4	-12	15
Cc1cccc(/C(N)=N/OC(=O)c2ccco2)c1	-3	11	-8	-3	-7	7	-0.3	-2	11

Entries from the list above that have a furan ring, fused or not, in the order listed:
SMILES	CHO-K1 Ca antag	TAAR1 ag	M1 antag	M1 ag	CHO parental Ca	M1 PAM	M1 ag parental	TAAR1 antag	M1 PAM parental
O=C(NCCNC(=O)c1ccc(Cl)cc1Cl)c1ccco1	7	5	4	3	-4	8	-0.4	-11	-15
CCc1nnc(NC(=O)CCc2ccc(C)o2)s1	-1	6	7	-8	2	-5	0.2	9	8
Cc1ccc(NC(=O)CSCC(=O)NCc2ccco2)cc1	1	1	4	0	-4	-4	0.1	-2	-13
Cc1cccc(/C(N)=N/OC(=O)c2ccco2)c1	-3	11	-8	-3	-7	7	-0.3	-2	11

More entries follow:
SMILES	CHO-K1 Ca antag	TAAR1 ag	M1 antag	M1 ag	CHO parental Ca	M1 PAM	M1 ag parental	TAAR1 antag	M1 PAM parental
COc1cccc(CC(=O)OCC(=O)NNC(=O)c2ccc([N+](=O)[O-])cc2)c1	-17	-1	-4	-2	-9	4	1.9	-33	18
COc1cc2c(cc1OC)CN(C(=O)Cc1ccc(OC)c(S(=O)(=O)N3CCOCC3)c1)CC2	-2	1	-7	-3	-7	5	-0.2	-16	9
CCC(O)(CC)C(=O)NN(C(=O)CCl)c1ccccc1	-9	8	-5	-9	-7	6	0.3	-6	23
CCC(=O)N1CCc2cc(S(=O)(=O)CCC(=O)NCc3ccccc3OC)ccc21	-1	-1	-4	10	-21	9	2.7	-16	-8
COc1ccc(OC2C(=O)N(c3ccc(F)cc3)C2c2ccc(OC)c(OC)c2)cc1 (stereo not drawn)	-22	7	8	-3	-3	-4	3.1	32	9
Cc1ccc(C)c(OCc2cc(C(=O)N3CCN(c4ccccc4)CC3)no2)c1	-4	3	1	-3	-16	2	1.3	-7	4
CCOC(=O)CSc1nc2ccccc2n2c(C)nnc12	-2	1	-9	-7	7	13	0.5	-12	1
Cc1ccc(C2(C)NC(=O)N(CC(=O)N3CCc4ccccc43)C2=O)cc1 (stereo not drawn)	-17	34	-17	29*	-16	8	20*	-10	11
Cc1ccc(C)c(OCCOCCN2CC(C)OC(C)C2)c1C (stereo not drawn)	1	2	-4	-5	-4	6	-0.2	-12	4
Cc1ccc2oc(=O)c3cc(C(=O)NCCCN4CCCCCC4)sc3c2c1	2	2	8	-6	-29	-6	0.4	-12	-13
N#Cc1cccc(C(Br)S(=O)(=O)c2ccccc2)c1 (stereo not drawn)	5	1	-1	-2	.	5	1.5	2	-2
COc1ccccc1NC(=O)c1ccc(NC(=O)CSc2ncn[nH]2)cc1	-13	3	-8	-4	-7	10	0.2	-9	22
Cc1[nH]c(=O)[nH]c(=O)c1/C=N/NC(=O)[C@@H](N)CC(C)C	-12	3	-18	-1	-12	8	0.6	-13	14
CCOC(=O)CSc1nnc(NC(=O)CN2CCCCC2)s1	-17	0	-11	-2	-5	9	1.6	4	7
